# M5 antag = human M5 muscarinic receptor antagonists, primary screen, CHO cells, Fluo-8 calcium fluorescence | 0.59% of 360,000 active | Muscarinic acetylcholine receptor M5 (Homo sapiens), P08912 | AID 624040, 2012 | inhibition, % at 3 µM | CHO-hM5 cells, ACh EC80;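 active means inhibition above a per-plate cutoff, the mean of that plate's test compounds plus 3 SD, cut at about 27% in these data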;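 further: 0% = acetylcholine EC80 with DMSO and 100% = DMSO without agonist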
# Target sequence (P08912 whole entry, looked up): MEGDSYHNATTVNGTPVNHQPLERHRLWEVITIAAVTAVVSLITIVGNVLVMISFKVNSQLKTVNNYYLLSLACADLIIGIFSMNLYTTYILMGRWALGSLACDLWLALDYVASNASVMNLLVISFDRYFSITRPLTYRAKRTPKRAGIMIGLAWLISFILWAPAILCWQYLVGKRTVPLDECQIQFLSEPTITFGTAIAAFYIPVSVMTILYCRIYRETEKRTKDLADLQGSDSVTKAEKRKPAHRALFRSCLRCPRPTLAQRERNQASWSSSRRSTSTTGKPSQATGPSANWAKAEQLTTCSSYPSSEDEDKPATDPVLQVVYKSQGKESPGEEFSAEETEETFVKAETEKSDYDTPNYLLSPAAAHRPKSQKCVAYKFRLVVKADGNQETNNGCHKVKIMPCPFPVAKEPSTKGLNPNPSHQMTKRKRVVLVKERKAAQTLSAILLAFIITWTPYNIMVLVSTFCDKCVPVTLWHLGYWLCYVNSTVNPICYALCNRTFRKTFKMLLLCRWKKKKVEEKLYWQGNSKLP
# CHRM5 agonist = human M5 muscarinic receptor agonists, primary screen, CHO-K1 cells, Fluo-8 calcium fluorescence; Muscarinic acetylcholine receptor M5 (Homo sapiens), P08912; CHO-K1 hM5 cells; 0% DMSO wells, 100% maximal acetylcholine response; activation, % at 3 µM; 0.19% of 360,000 active;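 active means activation above the run's mean over test compounds plus 3 SD, cut at about 23% in these data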;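 further: signal is peak over basal fluorescence ratio across the kinetic read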
# CHO-K1 Ca ag = counter-screen for M1 agonists: effect in parental CHO-K1 cells. Fluo-8 calcium fluorescence; scaled to maximal ATP response, vehicle zero. activation, % at 3 µM. 0.48% of 360,000 active. AID 602248, 2012; in the data active means activation above about 15%;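 further: untransfected CHO-K1 host cells lacking M1 receptor as counterscreen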
# CHRM4 PAM = human M4 muscarinic receptor positive allosteric modulators, primary screen, CHO-K1 cells, Fluo-8 calcium fluorescence | Muscarinic acetylcholine receptor M4 (Homo sapiens), P08173 | CHO-K1 hM4/Gqi5, ACh EC20; 0% = ACh EC20, 100% = maximal ACh | activation, % at 3 µM | 0.4% of 360,000 active;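 active means activation above its plate's cutoff, the mean activation of sample wells plus 3 SD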; further: some results filed as inactive read as strong as hits
# Target sequence (P08173 whole entry, looked up): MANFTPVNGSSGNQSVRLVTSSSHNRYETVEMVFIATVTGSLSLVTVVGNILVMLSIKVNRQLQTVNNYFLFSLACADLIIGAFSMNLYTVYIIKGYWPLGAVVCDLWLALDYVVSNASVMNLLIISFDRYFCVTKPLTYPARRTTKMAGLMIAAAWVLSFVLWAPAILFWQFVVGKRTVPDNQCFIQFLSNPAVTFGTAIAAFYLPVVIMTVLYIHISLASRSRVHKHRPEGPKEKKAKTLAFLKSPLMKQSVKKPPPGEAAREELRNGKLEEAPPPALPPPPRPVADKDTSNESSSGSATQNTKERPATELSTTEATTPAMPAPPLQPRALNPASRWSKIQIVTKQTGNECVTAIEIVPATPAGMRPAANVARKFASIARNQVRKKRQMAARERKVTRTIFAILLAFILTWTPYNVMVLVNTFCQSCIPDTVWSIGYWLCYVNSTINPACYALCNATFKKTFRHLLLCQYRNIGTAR
# M1 PAM parental = nonselective calcium activators in parental CHO-K1 cells, primary screen, counter-screen for M1 PAM project, cell-based, Fluo-8 calcium fluorescence, full deck, 1536-well | ATP EC20; 0% at ATP EC20, 100% at ATP max | activation, % at 3 µM | 0.02% of 360,000 active | AID 602247, 2012;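 active means activation above the run cutoff, the mean activation of all test compounds plus 3 SD, cut at about 40% in these data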;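 further: peak over basal fluorescence ratio in a 140 s read after ATP addition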
# M5 PAM = human M5 muscarinic receptor positive allosteric modulators, primary screen, CHO-K1 cells, Fluo-8 calcium fluorescence. CHO-K1 hM5, ACh EC20 PAM; 0% = ACh EC20, 100% = ACh EC100. AID 624038, 2012. Muscarinic acetylcholine receptor M5 (Homo sapiens), P08912. 0.3% of 360,000 active. activation, % at 3 µM;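 active means activation above the run cutoff, the mean activation of all test compounds plus 3 SD, cut at about 18% in these data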
#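 Replicates: One well per compound, no replicates | System: Human M5 receptor in CHO-K1 cells | Benchmarks: Low control EC20 acetylcholine (0%), high control EC100 acetylcholine (100%) | Probe or stimulus: Acetylcholine, EC20 level | Times: Fluo-8 loading 80 min at 37 °C plus 30 min room temperature | Signal: Intracellular calcium via Fluo-8 fluorescence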
# CHRM4 antagonist = human M4 muscarinic receptor antagonists, primary screen, CHO cells, Fluo-8 calcium fluorescence; Muscarinic acetylcholine receptor M4 (Homo sapiens), P08173; CHO-hM4 cells, ACh EC80; inhibition, % at 3 µM; 0.73% of 360,000 active;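 active means inhibition above its plate's cutoff, the mean inhibition of sample wells plus 3 SD, cut at about 27% in these data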;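 further: 0% = acetylcholine EC80 with DMSO and 100% = DMSO without agonist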
# M4 ag = human M4 muscarinic receptor agonists, primary screen, CHO-K1 cells, Fluo-8 calcium fluorescence; CHO-K1 hM4/Gqi5; vehicle 0%, full acetylcholine response 100%; activation, % at 3 µM; Muscarinic acetylcholine receptor M4 (Homo sapiens), P08173; 0.14% of 360,000 active;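 active means activation above the run mean over all test wells plus 3 SD, cut at about 32% in these data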;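 further: peak over basal fluorescence ratio per well then scaled between controls; 0% = DMSO wells and 100% = acetylcholine at EC100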
# CHO-K1 Ca antag = M1 antagonist counterscreen hit in parental CHO-K1 cells; ATP-induced calcium, Fluo-8 fluorescence; inhibition, % at 3 µM; 0.6% of 360,000 active;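 active means inhibition above a per-plate cutoff, the plate's mean sample inhibition plus 3 SD, cut at about 24% in these data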;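 further: 0% = DMSO plus EC80 ATP and 100% = DMSO alone without ATP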
# An asterisk follows results filed as active. Rows are unselected; 2.7% or so of the library scored in one or more.
SMILES,M5 antag,CHRM5 agonist,CHO-K1 Ca ag,CHRM4 PAM,M1 PAM parental,M5 PAM,CHRM4 antagonist,M4 ag,CHO-K1 Ca antag
CC(CNC(=O)c1ccc(OC2CCN(Cc3ccccn3)CC2)cc1)Oc1cccnc1 (stereo unspecified),8,-6,-0.3,1,16,-6,-9,3,-1
CC(C)[C@H](NC(=O)N1CCn2c1nc1ccccc12)C(=O)NCc1ccc(F)cc1,-2,-5,1.3,7,8,-7,-38,6,-21
CC(C)c1nc2oc3c(N4CCN(C)CC4)ncnc3c2c2c1CCC2,3,1,1.9,-8,17,-4,-7,4,-18
COc1ccc(C(=O)NCCCOc2cccc(NC(C)=O)c2)cc1,-4,2,1.0,8,13,11,-8,1,-3
CC(C)c1cc(C(=O)N2CCCC(C(=O)c3ccc4ccccc4c3)C2)on1 (stereo unspecified),13,0,3.9,-3,9,-3,-7,3,-16
CCOC(=O)C1CCCN1C(=O)C1(NC(C)=O)CCCC1 (stereo unspecified),12,1,0.9,9,15,-2,-10,1,1
CC1=C(C(=O)N2CCCCCC2)CC(CC(=O)NCCCN(C)C)C(=O)N1Cc1ccc(F)cc1 (stereo unspecified),0,3,0.0,2,-7,0,2,2,-11
CCOC(=O)c1c(NC(=O)CSc2nnc(-c3ccc(OC)cc3)o2)sc2c1CCC2,-4,-2,0.8,15,26,0,-4,1,-12
Cc1cc(NS(=O)(=O)c2ccc(NC(=S)NCc3ccccc3)cc2)no1,3,-4,-0.1,1,-2,-6,-2,1,5
CC(=O)N1CCN(C(=O)c2ccc(Cl)c(S(=O)(=O)N3CCCCCC3)c2)CC1,7,4,1.4,5,13,0,4,1,-13
O=C(C(=O)N1CCN(c2ccc(F)cc2)CC1)N1CCCCC1,-6,-2,-0.5,13,-6,-4,-5,1,-2
CCN(CC)Cc1c(O)ccc2occ(C(=O)c3ccc(OC)cc3)c12,-6,-4,0.9,9,12,-2,-3,3,-11
CC1(C)C2CCC1(CS(=O)(=O)N1CCCC1C(=O)O)C(=O)C2 (stereo unspecified),-1,6,1.3,9,13,6,1,1,-13
COc1ccccc1N1C(=O)C2C3C=CC(C3)C2(C)C1=O (stereo unspecified),1,0,-0.1,3,7,3,8,1,-7
O=C(CSc1nc2ccccc2nc1N1CCCCC1)N1CCN(c2ccccc2)CC1,-4,0,0.5,-8,19,-1,-13,-1,-11
C[C@@H]1CN([C@H](C)CO)C(=O)CCCn2nncc2CO[C@@H]1CN(C)S(=O)(=O)c1ccc2ccccc2c1,-5,-2,0.3,-3,0,3,-7,2,-5
COCCSc1ccccc1C(=O)N1CCN(c2ccccc2OC)CC1,11,0,1.6,-2,20,-6,4,3,-19
CCCCn1c(N)c(N(CCOC)C(=O)c2cc(-c3ccccc3)nc3ccccc23)c(=O)[nH]c1=O,1,0,0.7,2,3,3,-1,0,0
COc1ccc(CCNC(=O)c2cc(=O)c3ccc(C)cc3o2)cc1OC,1,0,7.4,1,-10,0,-16,6,-3
Cc1cccc(C(=Cc2ccc([N+](=O)[O-])cc2)C(=O)O)c1,10,1,0.2,10,14,-2,-5,0,-11
CCOC(=O)Cn1nc(C)n(-c2c(C)cccc2C)c1=O,10,2,1.4,-1,8,-6,-3,5,-13
Fc1ccc(-c2nc3ccc(Cl)cn3c2Cc2ccsc2)cc1,6,-1,0.5,2,5,10,-3,1,-15
CCOc1ccc(NC(=O)C(C)Sc2nnnn2C)cc1 (stereo unspecified),7,-1,0.6,9,13,-5,-11,0,-3
O=C(Nc1nc(-c2ccc(F)c(F)c2)cs1)C1=COCCO1,14,8,1.5,0,14,7,5,4,-17
CCOc1cc(N2CCOCC2)c(OCC)cc1NC(=O)COc1ncnc2ccccc12,-2,-2,1.7,2,16,3,-1,1,-1

# A draw from above in order of number of heavy atoms, rising.
SMILES,M5 antag,CHRM5 agonist,CHO-K1 Ca ag,CHRM4 PAM,M1 PAM parental,M5 PAM,CHRM4 antagonist,M4 ag,CHO-K1 Ca antag
Cc1cccc(C(=Cc2ccc([N+](=O)[O-])cc2)C(=O)O)c1,10,1,0.2,10,14,-2,-5,0,-11
CC(C)[C@H](NC(=O)N1CCn2c1nc1ccccc12)C(=O)NCc1ccc(F)cc1,-2,-5,1.3,7,8,-7,-38,6,-21
CCOC(=O)c1c(NC(=O)CSc2nnc(-c3ccc(OC)cc3)o2)sc2c1CCC2,-4,-2,0.8,15,26,0,-4,1,-12
CC1=C(C(=O)N2CCCCCC2)CC(CC(=O)NCCCN(C)C)C(=O)N1Cc1ccc(F)cc1 (stereo unspecified),0,3,0.0,2,-7,0,2,2,-11

# (cont.)
SMILES,M5 antag,CHRM5 agonist,CHO-K1 Ca ag,CHRM4 PAM,M1 PAM parental,M5 PAM,CHRM4 antagonist,M4 ag,CHO-K1 Ca antag
Cc1ccc(NC(=S)NCc2ccccc2)c(C)c1,0,-7,0.7,-4,5,3,-5,0,-7
COc1cc(C(=O)N/N=C(\c2ccccc2)c2ccccn2)cc(OC)c1OC,-8,1,1.5,18,7,3,-7,4,2
CC(C)c1nc2sc3c(NCc4ccco4)ncnc3c2c2c1COC(C)(C)C2,-2,-3,1.4,-3,14,2,2,-2,-4
CCOC(=O)CSc1cc(=O)n(CC)c2ccccc12,-3,-8,-0.2,16,11,4,-5,1,-11
CS(=O)(=O)N(CC(=O)Nc1ccccc1C(=O)N1CCOCC1)c1ccccc1,-2,-2,-0.2,4,-2,-4,-5,1,6
COC(=O)c1[nH]c2cccc(Cl)c2c1NC(=O)CN1CCN(CCO)CC1,-2,0,4.3,8,12,-4,3,2,-18
CSc1ccccc1NC(=O)CN(C1CCCCC1)S(C)(=O)=O,0,1,0.4,-4,9,-2,6,1,-5
COc1cc(OC)c2c3c(c(C4CCCCC4)nc2c1)CCCC3,11,0,-0.2,10,-3,-1,-12,-1,-1
COCCn1c(C)cc(C(=O)COC(=O)C2CC(=O)N(CCc3ccc(OC)c(OC)c3)C2)c1C (stereo unspecified),-7,1,0.1,7,4,2,-7,1,-6
Cc1ccc(NC(=O)C2CCCN2S(=O)(=O)c2ccc3c(c2)n(C)c(=O)c(=O)n3C)c(C)c1 (stereo unspecified),-2,-6,0.3,5,17,4,-6,-1,-3
COc1ccc(/C(C)=N/OCC(=O)Nc2nc3ccccc3s2)cc1,-4,-1,1.1,0,18,-5,-2,1,-4
CCOC(=O)c1nn(-c2ccc(OC)cc2)c(=O)c2c(N)scc12,9,1,-0.1,3,23,-6,-4,1,-9
CCCCn1c(N)c(N(CC(C)C)C(=O)c2cccc(-n3cnnn3)c2)c(=O)[nH]c1=O,9,-1,-0.1,-3,-6,-2,6,0,-3
COc1ccc(Nc2ncnc3sc(C)cc23)c(OC)c1,-2,-19,2.2,-4,17,1,-6,1,-1
C[C@H](CO)N1C[C@H](C)[C@@H](CN(C)CC2CCCCC2)Oc2c(NS(=O)(=O)c3cccs3)cccc2C1=O,6,0,0.7,3,13,0,-3,-1,-16
COc1cccc(NC(=O)CN2CCC(C)CC2)c1,2,0,0.0,6,4,-3,-11,0,3
COC(=O)c1ccccc1NC(=O)C1CCCN(S(C)(=O)=O)C1 (stereo unspecified),-15,0,0.1,17,5,5,-20,2,-18
Cc1nn(C(C)C(=O)NCc2cccs2)c(C)c1[N+](=O)[O-] (stereo unspecified),-1,-5,-0.1,3,-13,0,-5,0,11
Cc1ccc(-c2c[n+](CC(=O)Nc3cc(=O)n(C)c(=O)n3C)c3n2CCC3)cc1,-2,-5,0.0,-1,11,7,8,0,2
COc1ccc(C(=O)COC(=O)/C=C/c2ccccc2)c(OC)c1,-2,1,-0.9,16,4,2,-21,1,-8
O=C(NCCCNCc1ccccc1)/C(=N\O)c1ccccc1,2,-2,-0.2,11,-6,7,-1,2,21
Cn1nc(C(=O)Oc2cc(=O)n(C)c3ccccc23)c2ccccc2c1=O,6,2,1.3,10,14,2,-5,2,-19
Cc1ccc(CCNC(=O)c2nnn(-c3cc(C)cc(C)c3)c2N)cc1,6,2,-0.3,9,-6,1,-7,1,7
CC1=C(C(=O)NC2CCCc3c2cnn3-c2cccc(C)c2C)OCCO1 (stereo unspecified),11,10,13,-9,4,-15,2,14,8
Cn1cc(CN(CCO)Cc2cccs2)c(-c2cccc(Cl)c2)n1,-3,4,0.8,-17,-14,4,-3,4,-8

# New compounds follow.
SMILES,M5 antag,CHRM5 agonist,CHO-K1 Ca ag,CHRM4 PAM,M1 PAM parental,M5 PAM,CHRM4 antagonist,M4 ag,CHO-K1 Ca antag
COc1ccc(C(=O)C2CCCN(C(=O)C3CCOCC3)C2)c(C)c1 (stereo unspecified),0,0,-0.4,-3,2,-3,12,2,10
COc1ccc2c(c1)C(c1ccc(Cl)cc1)NC(=O)C2 (stereo unspecified),4,1,0.2,11,13,2,2,2,-13
CSCCC(NC(=O)c1ccco1)C(=O)O (stereo unspecified),-6,-1,0.4,3,17,-1,-5,0,-15
CC(C)Cn1c(-c2cccs2)nc2ccccc21,-1,-3,0.4,-1,21,1,4,0,-12
Cc1ccc(C)c(S(=O)(=O)NC(CCC(N)=O)C(=O)O)c1 (stereo unspecified),1,2,0.4,5,6,-1,12,0,2
O=C(O)CNS(=O)(=O)c1ccc2c(c1)Cc1cc(S(=O)(=O)NCC(=O)O)ccc1-2,0,1,2.3,5,14,4,1,1,-6
O=C(/C=C/c1ccc(Br)cc1)NC(=S)Nc1ccc(S(=O)(=O)Nc2nccs2)cc1,3,3,0.4,-7,13,-5,-5,1,0
CC(C)(C)c1ccc(-c2n[nH]c(=S)n2C2CCCC2)cc1,6,4,3.6,-9,-5,-13,10,3,-16
S=c1[nH]nc(Cn2cnc3ccccc32)n1-c1ccccc1,-1,-1,3.8,5,3,4,2,1,-6
Cc1ccc(N2C(=N)/C(=C3/Nc4ccccc4S3)C(c3ccccc3)C2=O)cc1 (stereo unspecified),2,-1,0.1,3,-10,4,-5,1,14
Cc1ccc(NC(=O)c2ccccc2NC(=O)c2cccnc2)cc1,13,-2,0.8,-8,-7,-4,2,2,5
O=C(O)COc1ccc(Nc2ccccc2)cc1,-9,-2,0.0,-8,14,6,4,0,1
CN(C)c1ccc(CNC(=O)C2(C)Cc3c(-c4ccc(N(C)C)cc4)ccnc3O2)cc1 (stereo unspecified),0,-2,-1.0,-5,-9,0,1,-2,2
C/C=C\C=C\C(=O)Nc1cccc(C2=NOC3(C2)C[C@@H](C(N)=O)N(C(=O)C(c2ccccc2)c2ccccc2)C3)c1 (stereo partly specified),8,2,-0.1,9,13,-5,-1,1,-8
O=C(COC(=O)c1cc([N+](=O)[O-])ccc1N1CCOCC1)NCc1ccc(Cl)cc1Cl,20,-4,5.7,-9,2,-10,-4,9,-22
COc1ccc(S(=O)(=O)N(CCc2ccccc2)CC(N)=O)cc1,-1,-1,0.2,6,-7,1,-1,1,4
CC1(Oc2cccc(F)c2)CCN(Cc2ccc3ccccc3c2)C1 (stereo unspecified),4,-1,-0.3,-3,-8,-5,-4,0,7
O=C(c1ccc(Cl)c(S(=O)(=O)N2CCc3ccccc32)c1)N1CCN(c2ccccc2O)CC1,14,0,4.1,-8,-2,-19,20,14,-4

# High-throughput results as filed in PubChem BioAssay.
